# CHT allo act: human CHT allosteric activation | Q9GZV3 | CHT-expressing cells, membrane potential dye, choline EC20; stronger effect = higher value; LV-AA mutant CHT in HEK293 cells | B-score at 10 µM | 310,000 tested, 0.49% active | AID 488977;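 active = initial fluorescence not abnormally high and integrated response B-score, plate-corrected, over 3 SD above library mean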
# Target sequence (Q9GZV3 whole entry, looked up): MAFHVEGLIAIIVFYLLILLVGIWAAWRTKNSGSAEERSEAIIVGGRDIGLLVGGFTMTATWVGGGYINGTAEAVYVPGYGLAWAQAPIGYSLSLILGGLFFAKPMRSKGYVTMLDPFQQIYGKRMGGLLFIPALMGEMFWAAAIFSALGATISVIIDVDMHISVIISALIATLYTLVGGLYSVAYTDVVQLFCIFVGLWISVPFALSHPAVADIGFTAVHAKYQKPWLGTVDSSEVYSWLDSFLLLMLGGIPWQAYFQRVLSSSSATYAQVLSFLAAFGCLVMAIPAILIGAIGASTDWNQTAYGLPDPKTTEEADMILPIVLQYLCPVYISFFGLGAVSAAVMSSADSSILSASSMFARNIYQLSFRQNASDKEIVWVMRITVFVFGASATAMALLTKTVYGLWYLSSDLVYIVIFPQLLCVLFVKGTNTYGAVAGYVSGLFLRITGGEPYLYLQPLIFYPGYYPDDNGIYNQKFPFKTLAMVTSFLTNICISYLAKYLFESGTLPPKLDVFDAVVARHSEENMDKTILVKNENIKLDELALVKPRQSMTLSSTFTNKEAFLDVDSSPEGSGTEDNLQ
# OX1R antagonist: human HCRTR1 antagonism; O43613; CHO/OX1R cells, Fluo-8 calcium fluorescence, orexin A; inhibition, % at 5 µM; 330,000 tested, 0.43% active;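 active = inhibition above its plate's threshold, mean inhibition of all tested compounds on the plate plus 3 SD, cut at about 37% in these data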;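 note: 0% = orexin A challenge wells and 100% = SB-334867-A antagonist wells; not every result past the cut was called active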
# Target sequence (O43613 whole entry, looked up): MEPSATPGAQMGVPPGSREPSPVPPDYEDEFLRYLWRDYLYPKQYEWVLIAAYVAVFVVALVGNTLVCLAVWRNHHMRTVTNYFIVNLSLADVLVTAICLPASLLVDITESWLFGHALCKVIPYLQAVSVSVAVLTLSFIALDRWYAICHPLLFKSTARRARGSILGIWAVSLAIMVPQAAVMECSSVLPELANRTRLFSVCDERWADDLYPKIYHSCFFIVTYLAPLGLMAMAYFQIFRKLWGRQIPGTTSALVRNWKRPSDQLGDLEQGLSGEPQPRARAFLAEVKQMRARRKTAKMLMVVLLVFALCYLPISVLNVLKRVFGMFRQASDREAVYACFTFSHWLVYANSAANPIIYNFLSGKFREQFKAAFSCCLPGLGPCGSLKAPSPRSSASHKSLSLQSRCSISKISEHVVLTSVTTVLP
# Starred values were filed as active, the others as inactive; i = inactive; · = not tested or not shown.
mol	CHT allo act	OX1R antagonist
C=CCNC(=O)CSc1nc2ccccc2c(=O)n1CCc1ccc(OC)c(OC)c1	i	·
O=C(COC(=O)[C@H](Cc1ccccc1)NC(=O)c1cccs1)Nc1cc(F)ccc1F	i	-6
Cc1ccc(NC(=O)COc2cccc3ccccc23)c(O)c1	·	-14
C=CCNc1nc(N(c2ccccc2)c2ccccc2)nc(-n2ccnc2)n1	i	19
O=C(OCC(=O)N1CCN(C(=O)c2ccco2)CC1)c1cc(F)c(F)cc1Cl	·	6
NC(=O)C1CCN(C(=O)CCc2ccsc2)CC1	i	0
Cc1ccc(N2CC(C(=O)OCc3nc(N)nc(Nc4ccccc4C)n3)CC2=O)cc1 (stereo not given)	i	-24
CCN1CCN(c2nc3c(C)cccn3c(=O)c2/C=C(\C#N)S(=O)(=O)c2ccccc2)CC1	i	-26
O=C(Nc1ccc(NC(=O)c2ccc([N+](=O)[O-])o2)cc1Cl)c1ccco1	i	-6
CCOC(=O)CNC(=O)CSc1nc(-c2ccc(C)cc2)ns1	i	-10
O=C(CSc1nc(-c2ccc(Cl)cc2)cs1)Nc1cccc([N+](=O)[O-])c1	i	-19
COc1ccc(NS(=O)(=O)c2cc3c4c(c2)C(C)C(=O)N4CCC3)cc1 (stereo not given)	i	-18
Cc1ccc(Nc2nc(CSc3nnc(-c4ccc(F)cc4)n3C)cs2)cc1	i	-44
Cn1c(=O)[nH]c(=O)c2c1nc(NCCCO)n2CCOc1ccccc1	i	-1
COc1cc(NC(=O)CN2CCN(c3ccccc3O)CC2)c(C)cc1[N+](=O)[O-]	i	-7

# (more compounds)
mol	CHT allo act	OX1R antagonist
COc1ccc2c(c1OC)C(=O)N1C2SC(C)(C)[C@H]1C(=O)NC1CCCC1 (stereo not given in full)	i	-43
COc1ccc(N(CC(=O)O)S(=O)(=O)c2c(C)n[nH]c2C)cc1	i	13
O=C(c1ccco1)N(Cc1cccc(F)c1)C1CCS(=O)(=O)C1 (stereo not given)	i	-6
CCOC(=O)C1CCCN(C(=O)c2cnn3c(C(F)F)cc(-c4ccc(C)cc4)nc23)C1 (stereo not given)	i	-51
Cn1c(SCC(=O)NCC2CCCO2)nc2c(c1=O)SCC2 (stereo not given)	i	-15
Cc1cccc(C(=O)NCC(=O)OCC(=O)N2CCN(S(=O)(=O)c3ccc(C)cc3C)CC2)c1	·	-25
S=C(NCc1ccccc1)NC1CCCc2ccccc21 (stereo not given)	i	-15
Cc1ccc(NCCC#N)cc1C	i	-8
CCOC(=O)c1c(NC(=O)COC(=O)CNC(=O)c2ccco2)sc(C)c1C	i	-26
COc1ccc(S(=O)(=O)N2CCCCCC2)cc1NC(=O)c1ccccc1F	·	35
COC(=O)CNC(=O)c1cc(-c2ccncc2)nc2c(C)c(Cl)ccc12	i	-17
O=C(Nc1ccccc1)c1ccc(S(=O)(=O)NCc2cccnc2)cc1	i	-20
O=C1C2CCCN2C(=S)N1Cc1ccccc1 (stereo not given)	i	-11
O=C(COc1ccc([N+](=O)[O-])cc1)NNC(=O)c1cccs1	i	-17
CC1S/C(=N\N=C\c2cccc([N+](=O)[O-])c2)N(C(C)(C)C)C1=O (stereo not given)	i	-25

# Next results follow.
mol	CHT allo act	OX1R antagonist
O=C(C1CCN(C2CC(=O)N(c3ccc(F)cc3)C2=O)CC1)N1CCOCC1 (stereo not given)	i	-12
CC(C)(C)OC(=O)N1CCC(NC(=O)c2[nH]cnc2C(=O)Nc2cccc(Cl)c2)CC1	·	-10
Cc1nn(-c2ccccc2)c(N2CCCC2)c1/C=N/NC(=S)Nc1cc(C(F)(F)F)ccc1Cl	i	-27
O=C(COc1coc(CN2CCc3ccccc32)cc1=O)Nc1cccc(F)c1	i	-22
CCOC(=O)CNC(=O)CN1C(=O)CC(c2ccccc2)S(=O)(=O)c2ccccc21 (stereo not given)	i	-16
C=CCSc1ncc(C#N)c(N)n1	i	12
O=C(c1ccoc1)N1CCCC(N2CCN(c3cccc(Cl)c3)CC2)C1 (stereo not given)	i	·
O=C(COC(=O)c1cc(Br)ccc1O)NNC(=O)c1ccc([N+](=O)[O-])cc1	i	-10
O=S(=O)(Cc1c(F)cccc1Cl)c1ncn[nH]1	i	-19
Cc1snc(SCc2c(F)cccc2Cl)c1C#N	i	-13
NC(=O)/C(=C\c1ccco1)NC(=O)c1ccc(Br)o1	i	-12
COc1ccc(CCNC(=O)CCCn2c(=O)c3cccn3c3cccnc32)c(OC)c1OC	i	-36
CCc1ccc(NC(=O)COc2coc(CN3CCN(c4ccccc4)CC3)cc2=O)cc1	i	-13
CC(=O)c1c(O)cc(=O)n(-c2ccccc2)c1-c1ccc(Cl)cc1	i	-5
C=CCN(C(=O)c1csnn1)C(C(=O)NC1CCCC1)c1ccc(OC)cc1 (stereo not given)	i	-14

# Complete entries as entered above.
# Results for CC(C)(C)OC(=O)N1CCC(NC(=O)c2[nH]cnc2C(=O)Nc2cccc(Cl)c2)CC1 = CHT allo act: ·; OX1R antagonist: -10
# Results for NC(=O)/C(=C\c1ccco1)NC(=O)c1ccc(Br)o1 = CHT allo act: i; OX1R antagonist: -12

# The listing continues:
Molecule,CHT allo act,OX1R antagonist
CC1CCN(c2ccc([N+](=O)[O-])cn2)CC1,i,-4
CCOC(=O)c1c(NC(=O)CSc2nnc(C)s2)sc2c1CCN(C)C2,7.6*,-19
CCC(C)[C@H](NC(=O)NCCC1=CCCCC1)C(=O)OC (stereo not given in full),i,-11
CCCCN(CC)Cc1c(C)[nH]c2ccccc2c1=O,i,11
Cc1cccc(CSc2nc3c(c(=O)[nH]2)CCC3)c1,i,-12
O=C(CCC(=O)N1CCOc2ccccc21)Nc1cc(F)ccc1F,i,-13
Cc1cccc(NC(=O)CSc2nc3ccccc3nc2N2CCCC2)c1,i,-42
Cc1cccc(CSc2nc3c(c(-c4cccs4)c2C#N)CN(C)CC3)c1,i,-20
O=C1NCC2=C1C(c1ccc(Br)cc1)Nc1ccccc1N2 (stereo not given),i,-4
CCN(CC(=O)Nc1c(F)cccc1F)C(=O)CSC(=S)N1CCCC1,·,-23
Cc1ccc(S(=O)(=O)NCCC(=O)NCCc2ccc(S(N)(=O)=O)cc2)cc1C,·,-17
O=C(c1cc(C2CC2)on1)N1CCN(c2ccccc2)CC1,i,-30
Cc1ccc(CN2CCN(/N=C/c3ccc(C(=O)O)cc3)CC2)c(C)c1,i,-13
CC(OC(=O)C1=COCCO1)C(=O)NC(C)c1ccc(Cl)cc1Cl (stereo not given),i,-24
CCN(CC)CCCNc1nc(N)c([N+](=O)[O-])c(NCCO)n1,i,-3

# 2 of the compounds above, as labelled records:
O=C(C1CCN(C2CC(=O)N(c3ccc(F)cc3)C2=O)CC1)N1CCOCC1 (stereo not given)
- CHT allo act = i
- OX1R antagonist = -12
CC1CCN(c2ccc([N+](=O)[O-])cn2)CC1
- CHT allo act = i
- OX1R antagonist = -4

# Later entries.
Molecule,CHT allo act,OX1R antagonist
Cc1ccc(C)c(/C=N/Nc2nc3ccccc3c(=O)n2O)c1,i,-9
O=C(CCc1nc2ccccc2[nH]1)Nc1ccc(F)cc1,i,-16
COCCN1C=C(C(=O)OC)C(c2ccc(OC)c(OC)c2)C(C(=O)OC)=C1,i,-9
Cc1ccc(S(=O)(=O)NCC(=O)OCc2nnc(-c3ccccc3)o2)cc1,i,-16
CC1(C(=O)N(CC(=O)NC2CCCC2)Cc2ccccc2)CC(=O)N=C2C=CC=CN21 (stereo not given),i,-6
CCN(CC)C(=O)c1ccc(C)c(Br)c1,i,-12
CCOc1cc(C2C(C#N)=C(N)Oc3n[nH]c(-c4ccncc4)c32)cc([N+](=O)[O-])c1O (stereo not given),i,-2
COc1ccc(OC)c(S(=O)(=O)Nc2cccc(-c3ccc4nncn4n3)c2)c1,i,-5
NS(=O)(=O)c1ccc(CCNC(=O)C2CC(=O)N(Cc3ccccc3Cl)C2)cc1 (stereo not given),·,-10
CC(C)(C)NC(=S)NCc1ccncc1,i,1
Cn1c(=O)c2[nH]c(CNCc3ccccc3Cl)nc2n(C)c1=O,i,-15
CS(=O)(=O)c1nc2c(cc1C#N)CCCC2,i,3
Nc1cc(=O)[nH]c(SCC(=O)N2CCc3ccccc3C2)n1,i,-10
CS(=O)(=O)c1ccc2nc(NC(=O)c3ccccc3Br)sc2c1,i,-11
CCOC(=O)N1CCN(C(=O)COc2cc(=O)n(CC)c3ccccc23)CC1,i,-21

# The list continues:
Molecule,CHT allo act,OX1R antagonist
CCS(=O)(=O)NCCc1ccc(OC)c(OC)c1,i,-1
O=C1CCC(=O)N1c1cccc(-c2nc3ccccc3o2)c1,i,-5
Cc1cc(C(=O)NC(C)C2CCCO2)no1 (stereo not given),i,-2
NC(=O)c1ccc(-n2nnnc2SCc2ccccc2)cc1,i,-17
COc1ccccc1-n1nnnc1SCC(=O)NC1CC1,i,-12
Cc1ccc(CN2CCN(/N=C/c3ccc(C(F)(F)F)cc3)CC2)cc1,i,-1
COc1ccc(C(C)=O)cc1CSc1nnc2c(Cl)cc(Cl)cn12,9.6*,-24
Cc1ccccc1N=C/C=C1\N(C)c2ccccc2C1(C)C,i,12
CCOC(=O)NN1C(=O)c2ccccc2NC1c1ccc(N(C)C)cc1 (stereo not given),i,3
Cc1ccc(OCC(=O)NCCN2CCOCC2)cc1C,i,-1
O=C(Oc1cc(=O)oc2ccccc12)c1cccnc1Cl,i,-16
Cn1c(=O)[nH]c(=O)c2c1nc(CN(Cc1ccccc1)Cc1ccccc1)n2CCN1CCOCC1,i,-40
COc1ccc(OCC(=O)N/N=C2\CCCc3ccccc32)cc1,i,0
COc1ccc2nc(SCC(=O)NCc3ccc(S(N)(=O)=O)cc3)[nH]c2c1,i,-16
COc1ccc(NC(=O)c2sc(NC(=O)C3CC3)nc2C)cc1,i,-12

# Later entries
Molecule,CHT allo act,OX1R antagonist
Cc1ccc(S(=O)(=O)NC2=NCCCCC2)cc1,i,13
Cc1cccc(NC(=S)N/N=C/c2cccn2Cc2ccc(F)cc2)c1,i,-31
O=c1c2[nH]c3ccccc3c2ncn1C1CCCCC1,i,-34
CC(C)=CCN1CCN(Cc2coc3ccc(C)cc3c2=O)CC1CCO (stereo not given),i,-27
COC(=O)c1cc(OC)c(OC)cc1NC(=O)Nc1ccc(OC)cc1,i,-7
CC1CC(=O)C2=C(C1)Nc1ncnn1C2c1ccccc1 (stereo not given),i,-12
CCCOc1ccc(/C=N/NC(=O)CN2CCCCC2)cc1,i,-5
Cc1cc(-c2ccccc2)nc(Oc2ccc(C(C)(C)C)cc2)c1S(C)(=O)=O,i,-26
CC(=O)Nc1ccc(C(=O)Nc2nc(-c3ccccn3)cs2)cc1,i,10
COCC(C)n1c(-c2ccc3c(c2)NC(=O)CO3)csc1=Nc1ccc(OC(F)F)cc1 (stereo not given),i,-16
CC(C)Cc1nnc(NC(=O)CCC(=O)NC2CCCCC2)s1,i,6
COc1cc(C(=O)Nc2cc3c(cc2N2CCCCC2)n(C)c(=O)n3C)cc(OC)c1OC,i,-47
Cc1ccc(-n2c(O)c(C=NCc3ccccn3)c3ccccc3c2=O)cc1,i,-24
COc1cc2c(cc1OC)C(COc1ccc([N+](=O)[O-])cc1)NCC2 (stereo not given),i,-40
CCCCOc1ccc(OC(=O)c2cccnc2)cc1,i,-25

# The closing 6 entries of the section above lead into the next.
Molecule,CHT allo act,OX1R antagonist
COCC(C)n1c(-c2ccc3c(c2)NC(=O)CO3)csc1=Nc1ccc(OC(F)F)cc1 (stereo not given),i,-16
CC(C)Cc1nnc(NC(=O)CCC(=O)NC2CCCCC2)s1,i,6
COc1cc(C(=O)Nc2cc3c(cc2N2CCCCC2)n(C)c(=O)n3C)cc(OC)c1OC,i,-47
Cc1ccc(-n2c(O)c(C=NCc3ccccn3)c3ccccc3c2=O)cc1,i,-24
COc1cc2c(cc1OC)C(COc1ccc([N+](=O)[O-])cc1)NCC2 (stereo not given),i,-40
CCCCOc1ccc(OC(=O)c2cccnc2)cc1,i,-25
COc1ccc(N2CCN(CC(=O)c3ccc(Cl)cc3)CC2)cc1,i,-28
S=C(Nc1ccc(Cl)c(Cl)c1)NC1CCN(Cc2ccccc2)CC1,i,96*
CCOC(=O)CC(=O)Nc1nc2ccccc2s1,i,-13
COc1ccc(CN2CCCN(S(=O)(=O)c3ccc(Br)cc3)CC2)cc1,i,-10
Nn1c(SCC(=O)NCCN2C(=O)CSC2=O)nnc1-c1ccc(OC(F)F)cc1,i,-9
N#C/C(=C\c1cc([N+](=O)[O-])ccc1Cl)C(N)=O,i,-13
CC(C)n1ncc2c(C(=O)N3CCN(c4ccccc4)CC3)cc(-c3ccccc3)nc21,·,-24
COc1ccc(C(CNC(=O)Cc2cccs2)N(C)C)cc1 (stereo not given),i,-28
O=C(c1cc(COc2ccc(F)cc2F)on1)N1CCN(C2CCCC2)C(=O)C1,i,-19
CC(C)[C@H](NC(=O)[C@@H]1Cc2ccccc2CN1C(=O)OC(C)(C)C)C(=O)NCC1CCC(C(=O)O)CC1 (stereo not given in full),i,-9
O=C(NCc1ccccc1F)c1ccc2ccccc2n1,i,-11
CC1CCCC(NC(=O)Cn2cc3c(n2)CCCCC3)C1C (stereo not given),i,-10
Cc1ccccc1N(Cc1cc(=O)[nH]c2ccccc12)C(=O)CCl,i,1
Cc1c(NC(=O)c2cccc(NC(=O)Cc3c(F)cccc3Cl)c2)c(=O)n(-c2ccccc2)n1C,·,-13
CCS(=O)(=O)c1ccc2oc(Nc3ccc(C(C)(C)C)cc3)nc2c1,i,-26

# Continued.
Molecule,CHT allo act,OX1R antagonist
OCc1cn(-c2ccccc2)nc1-c1cc2ccccc2o1,i,-13
CS(=O)(=O)N(CC(=O)N1CCCC1)Cc1ccc(Cl)c(Cl)c1,i,-1
CC(=O)N/C(=C\c1ccccc1)C(=O)OCC(=O)Nc1ccc(C)c(S(=O)(=O)N(C)C)c1,·,-4
CN(CC(=O)Nc1ccc(Cl)c(C(F)(F)F)c1)C(=O)C1(c2ccccc2)CC1,i,-30
O=C(NC(=S)Nc1ncccn1)c1ccccc1Cl,i,-17

# Source: PubChem BioAssay (several laboratories)

# This is a random part of the collection; 0.83% or so of the library scored in one or more.
